Bioassay records: PubChem BioAssay, National Center for Advancing Translational Sciences (NCATS)
DNA Pol III inh: DNA polymerase III holoenzyme inhibition. hit rate 0.25% among 71,000. reconstituted DNA polymerase III holoenzyme replication, biochemical. Potency, µM (series often up to 57.1 µM), without a hit: at the top dose activity change, negative = inhibition; also: potency is read from the fitted curve at half-maximal effect; % is scaled to controls: 0 for no effect and ±100 for the full control effect
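Reconstituted *E. coli* holoenzyme (0.35 nM Pol III, 1 nM beta, 154 nM SSB, 2 nM primase) was preincubated with compound for 15 min at RT. Synthesis on 1.4 nM ssM13Gori ran 35 min, then was stopped with PicoGreen/EDTA and read as dsDNA fluorescence.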
BRCT PPI red: disrupts BRCA1 BRCT binding to phosphoprotein, red fluorophore readout; Potency, µM (top dose mostly 76.9 µM), for inactives: top-dose activity change, negative = inhibition, actives largely listed as inhibitors; BRCT-phosphopeptide binding, red fluorescence polarization; AID 892; P38398; hit rate 0.03% among 75,000; also: % is scaled to controls: 0 for no effect and ±100 for the full control effect
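Rhodamine-labelled pBACH1 10-mer (100 nM) bound to BRCT domain (100 nM) at pH 7.3; compounds incubated 12 min room temperature, polarization read. Free peptide defines full inhibition; unlabelled decapeptide titrated as control.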
Rhodamine autofl: compound fluoresces in the rhodamine spectral region. hit rate 0.05% among 59,000. Rhodamine-region fluorescence, 547/598 nm, Tris buffer; stronger effect = higher value. max dye-equivalent concentration, M. AID 594; in the data active = max dye-equivalent concentration above about 11 nM; inconclusive = between about 1.1 nM and that limit
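Compound fluorescence in 100 mM Tris, pH 8.0, read after 15 min at room temperature with 547 nm excitation and 598 nm emission. Output is dye-equivalent concentration from an on-plate rhodamine standard series.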
Casp7 inh: allosteric or competitive inhibitors of human caspase-7 | P55210 | Potency, µM (top dose mostly 57.5 µM), for the others: top-dose activity change, negative = inhibition, hits mostly inhibitors | AID 889 | recombinant caspase-7, Ac-DEVD-AFC fluorescence rate | hit rate 0.02% among 75,000; active = well fitted inhibition curve with a large enough effect in the main read-out, with a control signal flat, not every such curve was filed as active; inconclusive = small, poorly fitted or top-dose-only effect, or a change in a side signal; also: potency is read from the fitted curve at half-maximal effect; % of control where 0% means no effect
Caspase-1 inhib: blocks human caspase-1 allosterically or competitively; P29466; Caspase-1 enzyme, Ac-WEHD-AFC fluorogenic rate; hit rate 0.03% among 75,000; Potency, µM (top dose mostly 57.5 µM), without a hit: top-dose activity change, negative = inhibition, actives largely listed as inhibitors; AID 900;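 also: potency is read from the fitted curve at half-maximal effect; plate controls were vehicle for no effect and no substrate for full effect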
HADH2 inhib: blocks human hydroxyacyl-CoA dehydrogenase type II; recombinant HADH2, NADH fluorescence, beta-hydroxybutyryl-CoA; hit rate 3.4% among 73,000; Potency, µM (highest dose often 57.1 µM), for the others: top-dose activity change, negative = inhibition, actives largely listed as inhibitors; Q99714; also: potency is read from the fitted curve at half-maximal effect; % is scaled to controls: 0 for no effect and ±100 for the full control effect; nearly all actives have a fitted effect of over 60% in size; many of its hits are not listed in these tables
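20 nM HADH2 + cpd, 15 min RT; add 1 mM NAD+/90 uM beta-hydroxybutyryl-CoA; kinetic fluorescence 360/450 nm, 4 min. Tris-HCl pH 9.0, 0.01% Tween-20.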
BRCT inh green: BRCA1 BRCT-phosphoprotein interaction inhibition; Potency, µM (doses to about 76.9 µM), inactives show at the highest dose activity change, negative = inhibition, most hits filed as inhibitors; hit rate 0.05% among 75,000; BRCA1 BRCT-phosphopeptide binding, green fluorescence polarization;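 also: potency is read from the fitted curve at half-maximal effect; plate controls were peptide without protein for full effect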
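Fluorescence polarization: His-tagged BRCT (~35 kDa BRCA1 C-terminus, 250 nM) bound to 100 nM fluorescein-labeled phosphorylated 10-aa BACH1 peptide, pH 7.3 phosphate buffer with DTT and Tween 20. Compounds incubated 12 min at room temperature; inhibition read as lowered polarization.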
USP2a inhib: blocks human ubiquitin-specific protease USP2a; hit rate 0.1% among 60,000; Potency, µM (doses to about 38.3 µM), for inactives: top-dose activity change, negative = inhibition, most hits filed as inhibitors; USP2a enzymatic assay, qHTS inhibition; O75604;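 also: potency is read from the fitted curve at half-maximal effect; nearly all actives have a fitted effect of over 60% in size; plate controls were DMSO for no effect and NEM full inhibition control for full effect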
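20 nM USP2 core + cpd, 30 min RT; add 20 nM Ub-PLA2/20 uM NBD C6-HPC; read Ex460/Em535 at 0 h and 2.5 h. Normalized to NEM; qHTS curve fit/classification.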
HEK293 cAMP ctrl: counter-screen for TSHR agonists: cAMP increase in parental HEK293 | parental HEK293 CNG cAMP sensor, membrane potential fluorescence | AID 938 | hit rate 2.5% among 73,000 | Potency, µM (titrated, usually from 57.1 µM), inactives show at the top dose activation, actives largely listed as activators; also: potency is read from the fitted curve at half-maximal effect; % of control where 0% means no effect; nearly all actives have a fitted effect of over 55% in size
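Parental HEK 293 cells stably expressing a cAMP-gated CNG channel were loaded with membrane potential dye containing 100 uM RO 20-1724 for 60 min. Compound added for 30 min; depolarization read as fluorescence intensity at 590 nm.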
Tau filament bind: binds recombinant human tau filaments; Potency, µM (series often up to 57.1 µM), inactives show top-dose activity change, negative = inhibition; AID 596; hit rate 2% among 71,000; recombinant tau filaments, thioflavin S fluorescence, 15 h; filaments grown with octadecylsulfate alongside compound; P10636;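 also: potency is read from the fitted curve at half-maximal effect; % is scaled to controls: 0 for no effect and ±100 for the full control effect; actives lower thioflavin S fluorescence by blocking filaments or displacing dye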
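Quantitative HTS: thioflavine S signal from ODS-induced tau filaments, excited at 450 nm, emission 510 nm. Conditions: 1 uM tau, 30 uM ODS, 15 h at 37 C, pH 7.4.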
ALOX15 inhib: inhibitors of human 15-lipoxygenase (ALOX15) | purified 15hLO-1, xylenol orange hydroperoxide absorbance | Potency, µM (titrated, usually from 57.1 µM), inactives show at the top dose activity change, negative = inhibition, actives largely listed as inhibitors | hit rate 1.4% among 74,000; also: potency is read from the fitted curve at half-maximal effect; % is scaled to controls: 0 for no effect and ±100 for the full control effect; nearly all actives have a fitted effect of over 55% in size
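Purified human 15hLO-1 (40 nM final) in 25 mM Hepes pH 7.5, 0.01% Triton X-100 was preincubated with compound 15 min at room temperature, then reacted 6 min with 50 uM arachidonic acid; hydroperoxide detected by Fe-XO, 573/405 nm absorbance ratio.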
Numbers without * were called inactive; i = inactive; ? = inconclusive; nt = no result given; [ ] = dose if it differs, or a comment. Unless noted, calls follow the shape of the dose curve; as a rule, active = well fitted curve in the direction sought with a large enough effect; inconclusive = small, poorly fitted or top-dose-only effect, or another doubt; inactive = no such curve, though single readings can be large; an effect the other way counts as inactive or inconclusive. The list is partial; the hit share may differ from the screen's.

Fields – DNA Pol III inh, BRCT PPI red, Rhodamine autofl, Casp7 inh, Caspase-1 inhib, HADH2 inhib, BRCT inh green, USP2a inhib, HEK293 cAMP ctrl, Tau filament bind, ALOX15 inhib
- C=C(NC(=O)C(=C)NC(=O)c1csc(C2=NC3c4csc(n4)C4NC(=O)c5csc(n5)C(C(C)(O)C(C)O)NC(=O)C5CSC(=N5)C(=CC)NC(=O)C(C(C)O)NC(=O)c5csc(n5)C3(CC2)NC(=O)C(C)NC(=O)C(=C)NC(=O)C(C)NC(=O)C(C(C)CC)NC2C=Cc3c(C(C)O)cc(nc3C2O)C(=O)OC4C)n1)C(N)=O (stereo not drawn)
    nt, 0.1%, nt, -1%, -3%, nt, -4.1%[3.08 µM], 53%[activator], nt, nt, -7%
- CC1Oc2ccccc2N(CC(=O)N2CCCc3ccccc32)C1=O (stereo not drawn)
    -4%, -1.2%, i, 0%, 0%, 16%, -0.1%, nt, 17%, -7%, 9%
- CCN(CC)CCn1c2ccccc2c2cnc(N=CN(C)C)c(C#N)c21
    -20%, -0.5%, i, 0%, -5%, -15%, 0.3%, 47%[activator], 10%, 89%, 4%
- CCOC(=O)c1c(C)[nH]c(C(=O)CN2CCOCC2)c1C
    -2%, 0.7%, i, 0%, 0%, 5%, -1.4%, -8%, -1%, 8%, -7%
- CN(C)c1ccc(-c2ccc3ncnc(NCc4ccccc4)c3c2)cc1
    -10%, -1.8%, i, -22%, ?, 11%, -4.2%, 21%, -53%[inhibitor], 2.5µM*, -6%
- Cc1ccc(S(=O)(=O)NCC2CCC(C(=O)NCCCN3CCOCC3)CC2)cc1 (stereo not drawn)
    8%, 1.4%, i, 0%, 2%, 2%, 1.3%, 10%, 6%, -4%, 5%
- CC1(c2ccc3c(c2)OCO3)NC(=O)N(CC(=O)Nc2ccc(N3CCOCC3)cc2)C1=O (stereo not drawn)
    -2%, 0.9%, i, 1%, 2%, -1%, -0.1%, 7%, -4%, 4%, -1%
- Cc1nn(C)c(C)c1CNC(=O)c1nn2c(c1Cl)NC(c1cccs1)CC2C(F)(F)F (stereo not drawn)
    -7%, -0.1%, i, -1%, 1%, -11%, -0.4%, 17%, ?, 8%, 0%
- Cn1c(=O)oc2cc(S(=O)(=O)NCCC(=O)NC3CCCc4ccccc43)ccc21 (stereo not drawn)
    -1%, -1.6%, i, 1%, 1%, 4%, -0.9%, -13%, 5%, -5%, -1%
- O=C(CCC(=O)Nc1ccc(Oc2ccccc2)cc1)NCCO
    7%, -2.1%, i, -2%, -4%, 7%, 1.9%, 8%, 0%, -6%, 7%
- C=CCn1c(N)c(-c2nc3ccccc3n2C)sc1=S
    -5%, 0.9%, i, -18%, -14%, ?, 1.3%, 15%, -26%, 16µM*, -8%
- Nc1ccc(-c2cnc(-c3ccc(N)cc3)nc2)cc1
    -9%, -1.2%, i, 1%, -1%, -10%, -1.8%, 0%, -9%, -7%, 2%
- CCc1cc2c(c(CC)n1)CCC(=O)N2Cc1ccc(-c2ccccc2-c2nn[nH]n2)cc1
    -4%, -1.1%, nt, 0%, 0%, -3%, 0.4%, nt, 6%, ?, ?
- CN(C)c1ccc(NC(=O)CSc2nc3ccccc3c(=O)n2C2CCCCC2)cc1
    3%, 0.5%, i, -3%, 1%, 5%, 0.8%, 22%, -40%[inhibitor], ?, -9%
- O=c1c2c(nc3nc(COc4ccccc4)[nH]n13)CCC2
    -3%, -0.5%, i, -12%, -2%, -6%, -1.8%, 19%, 9%, 6%, -12%

Complete entries from above. Values in the order: DNA Pol III inh, BRCT PPI red, Rhodamine autofl, Casp7 inh, Caspase-1 inhib, HADH2 inhib, BRCT inh green, USP2a inhib, HEK293 cAMP ctrl, Tau filament bind, ALOX15 inhib
`CCOC(=O)c1c(C)[nH]c(C(=O)CN2CCOCC2)c1C` is listed as -2%, 0.7%, i, 0%, 0%, 5%, -1.4%, -8%, -1%, 8%, -7%
`O=c1c2c(nc3nc(COc4ccccc4)[nH]n13)CCC2` is listed as -3%, -0.5%, i, -12%, -2%, -6%, -1.8%, 19%, 9%, 6%, -12%

Additional compounds follow.
Fields – DNA Pol III inh, BRCT PPI red, Rhodamine autofl, Casp7 inh, Caspase-1 inhib, HADH2 inhib, BRCT inh green, USP2a inhib, HEK293 cAMP ctrl, Tau filament bind, ALOX15 inhib
- O=C(COc1ccc(-n2cnnn2)cc1)NC1CCCCC1
    2%, 0.9%, i, -2%, 0%, 12%, -1.4%, 5%, -2%, -2%, 4%
- O=C1c2cccnc2C(=O)N1C1CCCCC1
    -2%, 0.2%, i, 2%, 2%, 6%, 1.2%, -2%, 0%, 6%, 3%
- CCCN1CCC(NC(=O)Nc2ccc(OC)c(OC)c2)CC1
    1%, -0.2%, i, 2%, -1%, 6%, -1.2%, -1%, 21%, 4%, 0%
- Cc1ccccc1C(OCC(O)CN1CCCCC1CCO)c1ccccc1 (stereo not drawn)
    -8%, -3.5%, i, -3%, -1%, 1%, -1.2%, 10%, ?, -18%, 4%
- COc1ccc2cc3cc(C(=O)N4CCN(Cc5ccc6c(c5)OCO6)CC4)oc3nc2c1
    -2%, -0.7%, i, -5%, -4%, 25µM*, 1.2%, 25%, 25%, 75%, -5%
- OCCNc1nc(N2CCN(Cc3ccccc3)CC2)nc2ccccc12
    -6%, -1.7%, i, 1%, 1%, 2%, 4.4%, 21%, 23%, 92%, ?
- Cc1occc1-c1nnc(SCC(=O)Nc2ccccc2-c2ccccc2)n1C
    3%, -1.2%, i, -3%, 1%, 9%, -0.8%, 10%, 17%, 20%, 7%
- Cc1cc(=O)oc2cc(OCC3CC(c4ccc(N(C)C)cc4)=NO3)ccc12 (stereo not drawn)
    -3%, -0.2%, i, -3%, -1%, -6%, 4.6%, 43%[activator], 7%, 3%, 0%
- CC(=O)Nc1ccc(NC(=O)Cn2cc3c(n2)CCCC3)cc1
    -9%, 1.0%, i, -1%, 3%, 8%, -0.3%, -5%, 0%, -5%, 4%
- CCC(=O)N(Cc1cc2cc(C)c(C)cc2[nH]c1=O)C1CCCCC1
    7%, -0.7%, i, 2%, 1%, -5%, 3.7%, nt, 19%, -14%, -13%
- CCOC(=O)CC(=O)Nc1ccccc1C(=O)O
    -2%, 0.0%, nt, -1%, -1%, -7%, -0.3%, 1%, 1%, 5%, 8%
- C=CCn1c(=O)[nH]c2cc(C(=O)N3CCN(c4cc(C)ccc4C)CC3)ccc2c1=O
    0%, -2.6%, i, -2%, -4%, 2%, -3.8%, 39%[activator], 19%, -34%, -14%
- O=C(Cn1cccc1C(=O)c1ccccc1)NCc1ccccn1
    -6%, 0.4%, i, -2%, 0%, -3%, 0.5%, -1%, 2%, 1%, 7%
- COc1ccccc1N1CC(C(=O)OCC(=O)c2ccc(F)cc2)CC1=O (stereo not drawn)
    -8%, 0.8%, i, 0%, 2%, 2%, -0.8%, 9%, ?, 0%, 1%
- CCOC(=O)c1c(C)[nH]c(C(C)=O)c1C
    -4%, -0.6%, nt, -1%, 1%, -4%, 0.7%, 3%, 4%, -2%, -1%
- CCC1(C)Cc2c(c(=O)n(-c3ccccc3)c3ncnc(N)c23)CO1 (stereo not drawn)
    6%, -1.2%, i, 0%, -2%, 4%, -0.2%, -4%, -7%, 7%, 3%
- CCCCCCn1c(CN2CCC(C)CC2)nc2c1c(=O)n(C)c(=O)n2C
    -3%, 0.1%, i, 2%, 1%, 7%, -1.4%, 5%, ?, 14%, 9%

Given as labelled records: part of the list above.
CCC1(C)Cc2c(c(=O)n(-c3ccccc3)c3ncnc(N)c23)CO1 (stereo not drawn)
  DNA Pol III inh: 6% | BRCT PPI red: -1.2% | Rhodamine autofl: i | Casp7 inh: 0% | Caspase-1 inhib: -2% | HADH2 inhib: 4% | BRCT inh green: -0.2% | USP2a inhib: -4% | HEK293 cAMP ctrl: -7% | Tau filament bind: 7% | ALOX15 inhib: 3%
CCCCCCn1c(CN2CCC(C)CC2)nc2c1c(=O)n(C)c(=O)n2C
  DNA Pol III inh: -3% | BRCT PPI red: 0.1% | Rhodamine autofl: i | Casp7 inh: 2% | Caspase-1 inhib: 1% | HADH2 inhib: 7% | BRCT inh green: -1.4% | USP2a inhib: 5% | HEK293 cAMP ctrl: ? | Tau filament bind: 14% | ALOX15 inhib: 9%
